MEKK3 PB1 HTS – MEKK3-MEK5 PB1 interaction, increase or decrease; Q99759; bead-based flow cytometry, Alexa488-MEK5 binding to MEKK3; actives lie on both sides; 0 = blocked by unlabeled MEK5, 100 = vehicle; binding response (% of control), % at 10 µM; hit rate 1.4% among 290,000;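 active means binding response more than 3 SD above or below the average of its plate-row segment, actives on both sides; inconclusive means wells at one plate position flagged as instrument error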;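 further: Alexa488 bead fluorescence after subtracting the streptavidin-only scavenger bead signal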
Target sequence (Q99759 whole entry, looked up): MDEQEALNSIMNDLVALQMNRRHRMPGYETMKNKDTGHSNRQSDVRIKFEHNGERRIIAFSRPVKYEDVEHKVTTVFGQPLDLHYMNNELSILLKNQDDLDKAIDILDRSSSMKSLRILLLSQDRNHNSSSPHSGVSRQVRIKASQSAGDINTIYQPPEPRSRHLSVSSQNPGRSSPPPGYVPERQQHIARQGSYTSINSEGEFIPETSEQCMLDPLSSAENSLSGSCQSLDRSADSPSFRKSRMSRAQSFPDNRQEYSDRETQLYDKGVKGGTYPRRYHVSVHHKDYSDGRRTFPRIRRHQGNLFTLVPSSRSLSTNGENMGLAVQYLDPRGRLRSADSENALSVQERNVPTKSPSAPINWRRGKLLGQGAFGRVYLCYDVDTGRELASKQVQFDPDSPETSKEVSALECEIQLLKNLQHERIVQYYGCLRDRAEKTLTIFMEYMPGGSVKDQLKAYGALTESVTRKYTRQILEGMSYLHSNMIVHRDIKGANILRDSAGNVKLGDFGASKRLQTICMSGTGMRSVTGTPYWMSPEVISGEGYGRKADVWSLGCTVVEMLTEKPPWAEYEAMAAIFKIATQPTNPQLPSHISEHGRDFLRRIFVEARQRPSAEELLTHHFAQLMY
SUMO HTRF inh – blocks human SUMOylation mediated by UBC9; HTRF SUMOylation assay, SAE1/SAE2 + UBC9, in vitro; inhibition, % at 35 µM; hit rate 0.36% among 290,000; in the data active means inhibition above about 50%, passing the limit was not always enough; inconclusive means no clear call, values can overlap the other calls; further: strong numbers were not always called active
Target sequence (P63279 whole entry, looked up): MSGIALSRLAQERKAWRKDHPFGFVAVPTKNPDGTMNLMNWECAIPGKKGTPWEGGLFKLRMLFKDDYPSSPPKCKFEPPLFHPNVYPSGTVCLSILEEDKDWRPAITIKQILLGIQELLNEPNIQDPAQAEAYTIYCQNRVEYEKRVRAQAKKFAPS
p-CIP stab down – compounds decreasing mouse p/CIP protein stability; F442A p/CIP-EGFP cells, EGFP fluorescence, 16 h; Q05BA5; decrease of EGFP signal, % at 10 µM; hit rate 0.01% among 290,000;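 active means EGFP signal decrease of at least 30% at 10 µM or well 3 SD below plate mean, unless failing retest; inactive means the rest, including hits failing retest or dose response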; further: some compounds called inactive have numbers as strong as hits; many of its hits are not listed in these tables
DNA FID counter – counter-screen for HCV NS3 helicase inhibitors: DNA intercalator displacement | DNA fluorescent intercalator displacement, fluorescence | inhibition, % at 7.9 µM | hit rate 0.17% among 290,000; in the data active means inhibition above about 37%;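 further: 0% = vehicle and 100% = reference compound; higher means more ethidium bromide displaced from hairpin DNA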
PHOSPHO1 inh – inhibitors of human PHOSPHO1 phosphatase; hit rate 1.1% among 290,000; inhibition, % at 13.3 µM; Q8TCT1; recombinant PHOSPHO1, absorbance phosphatase assay; in the data active means inhibition above about 60%
Target sequence (Q8TCT1 whole entry, looked up): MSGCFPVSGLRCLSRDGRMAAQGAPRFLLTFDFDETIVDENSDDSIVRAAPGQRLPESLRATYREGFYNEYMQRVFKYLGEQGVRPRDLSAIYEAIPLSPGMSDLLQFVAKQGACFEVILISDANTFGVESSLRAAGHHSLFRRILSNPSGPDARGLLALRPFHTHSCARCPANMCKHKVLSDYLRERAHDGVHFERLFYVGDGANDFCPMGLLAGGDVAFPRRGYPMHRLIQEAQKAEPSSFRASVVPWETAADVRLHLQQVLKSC
IDE cell activ – boosts human insulin-degrading enzyme activity in HEK cells; P14735; FAbeta-B cleavage, fluorescence polarization; 0% vehicle, 100% cell-free pure enzyme wells; activation, % at 5.96 µM; hit rate 0.073% among 340,000;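 active means activation above the mean of all tested compounds plus 3 SD, set per screening campaign, cut at about 17% in these data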
HCV NS3 hel inh – HCV NS3 helicase inhibition. NS3 helicase DNA unwinding, Cy5 molecular beacon fluorescence. inhibition, % at 10.9 µM. hit rate 0.56% among 290,000;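 active means inhibition above the mean of all tested compounds plus 3 SD, set per campaign, cut at about 35% in these data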;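 further: 0% = DMSO wells and 100% = thioflavine S control wells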
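Assay system – hepatitis C virus NS3 helicase domain fragment enzyme · Buffer or medium – MOPS pH 6.5, MgCl2, DTT, Tween20, BSA · Reagent – Cy5/quencher beacon DNA duplex and ATP to start · Compound – single 10.9 µM dose · Timing – 1 h at 25 °C · Technique – Cy5 beacon fluorescence read at start and 1 h · Measure – % inhibition of unwinding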
VIM-2 inhibitor – blocks Pseudomonas aeruginosa VIM-2 metallo-beta-lactamase; hit rate 0.89% among 290,000; purified VIM-2, nitrocefin hydrolysis, epi-absorbance fluorescence; inhibition, % at 5.6 µM;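 active means inhibition above the mean of all tested compounds plus 3 SD, cutoff set per screening run, cut at about 7.5% in these data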;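 further: red hydrolysis product quenches plate fluorescence so inhibitors raise well fluorescence; 0% = enzyme with DMSO and 100% = DMSO without enzyme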
IMP-1 inhibitor – blocks Pseudomonas aeruginosa IMP-1 metallo-beta-lactamase | AID 1556 | inhibition, % at 5.6 µM | purified IMP-1, nitrocefin hydrolysis, epi-absorbance fluorescence | hit rate 0.45% among 290,000;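 active means inhibition above the mean plus 3 SD of all compounds in the same screening run, cut at about 4.5% in these data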;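 further: 0% = IMP-1 with DMSO and 100% = DMSO wells lacking enzyme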
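system = purified recombinant IMP-1 beta-lactamase | amount = 0.2 nM IMP-1, as dispensed | medium = HEPES buffer pH 7.1 with ZnSO4 and Brij 35 | times = 25 °C, 15 min preincubation, 25 min reaction | detection = plate fluorescence quenching by hydrolysis product, ex 480/em 530 nm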
An asterisk follows results filed as active; ? = inconclusive; · = not tested or not shown; [ ] = another dose, or the depositor's remark. Some of the compounds tested; count on the stated rates, not on these rows.

Fields: MEKK3 PB1 HTS	SUMO HTRF inh	p-CIP stab down	DNA FID counter	PHOSPHO1 inh	IDE cell activ	HCV NS3 hel inh	VIM-2 inhibitor	IMP-1 inhibitor
1) CC1CCCCN1C(=S)NC(=O)c1cccs1 (stereo not given)
→ 107	18	-5	-1	-5	1	-1	-3.0	-3.3
2) COC(=O)C1CC(O)CN1C(=O)Nc1ccccc1 (stereo not given)
→ 97	2	-1	-1	28	-9	11	-0.2	-2.4
3) Cc1ccc(/C=C/C(=O)Nc2cccc3cccnc23)o1
→ 99	42	3	-9	-12	-3	6	-5.7	-1.8
4) OCCOc1cccc(CN2CCC(CO)(CCOc3ccccc3)CC2)c1
→ 88	5	-5	4	45	-1	-9	-2.1	-3.0
5) Cc1cc(C)n(C(=O)CCC(=O)NCc2ccccc2)n1
→ 109	19	-10	4	14	5	7	-3.6	-4.7
6) O=C(Oc1ccc(Br)cc1C(=S)N1CCOCC1)c1ccccc1
→ 101	-1	-12	-25	-17	-2	-8	-3.6	-2.2
7) CC(=O)NS(=O)(=O)c1ccc(N=NN2CCCCCC2)cc1
→ 69	9	0	1	-3	0	2	2.1	0.3
8) Nn1c(SCc2csc(-c3ccccc3)n2)nnc1-c1cccs1
→ 91	10	-2	-14	23	2	-4	-5.7	-4.8
9) O=C1C2C3C=CC(CC3)C2C(=O)N1c1ccc(Cl)cc1Cl (stereo not given)
→ 108	2	-7	-8	41	4	-4	0.1	-2.2
10) O=C(O/N=C\c1ccc(N2CCCCC2)c([N+](=O)[O-])c1)c1cccc(Cl)c1
→ ·	2	-8	0	28	-2	11	-0.7	-0.2
11) CCOc1ccc(NC(=O)c2[nH]c(C)c(C(C)=O)c2C)cc1
→ 105	-4	-13	-11	54	-2	2	-1.8	-3.1
12) Cc1ccccc1OCC1Cn2c(nc3c2c(=O)n(C)c(=O)n3C)O1 (stereo not given)
→ 104	-6	-3	-11	19	-7	-4	-0.8	-1.3
13) Cc1ccc(CSc2nnc(-c3ccccn3)n2N)cc1
→ 90	18	2	-7	8	·	8	-1.7	-3.2
14) CC1C(=O)N(Cc2ccc(F)cc2)c2ccccc2N1C(=O)c1c(F)cccc1F (stereo not given)
→ 103	-6	-13	-31	18	-1	-10	0.2	1.1
15) Cc1ccc(CONC(=O)/N=C/N(C)C)cc1
→ 104	-2	9	3	-18	13	-1	-3.7	-1.4
16) CCCS(=O)(=O)N1CCCC(C(=O)NC2CCCCC2)C1 (stereo not given)
→ 98	-14	11	-3	6	3	-3	-0.3	-0.6
17) CC(C)c1ccc(C(=O)Nc2ccc(CN3CCOCC3)cc2)cc1
→ 97	14	-5	6	25	3	-43	-2.9	-2.8
18) COc1ccccc1C(=O)NN=C1CCN(Cc2ccccc2)CC1
→ 99	6	-1	-1	10	6	7	-1.3	-4.4
19) C[n+]1ccccc1/C=C/c1ccc2ncccc2c1
→ 99	1	-6	6	-127	5	-6	0.6	-1.0
20) CCOC(=O)/C(=C/C=C1\Sc2cc(OCC)c(OCC)cc2N1CC)C(C)=O
→ 68	30	-137	-29	0	-128	4	6.8	6.2*

Nine entries already listed, ordered by SMILES length, highest first:
Fields: MEKK3 PB1 HTS	SUMO HTRF inh	p-CIP stab down	DNA FID counter	PHOSPHO1 inh	IDE cell activ	HCV NS3 hel inh	VIM-2 inhibitor	IMP-1 inhibitor
10) O=C(O/N=C\c1ccc(N2CCCCC2)c([N+](=O)[O-])c1)c1cccc(Cl)c1
→ ·	2	-8	0	28	-2	11	-0.7	-0.2
11) CCOc1ccc(NC(=O)c2[nH]c(C)c(C(C)=O)c2C)cc1
→ 105	-4	-13	-11	54	-2	2	-1.8	-3.1
17) CC(C)c1ccc(C(=O)Nc2ccc(CN3CCOCC3)cc2)cc1
→ 97	14	-5	6	25	3	-43	-2.9	-2.8
6) O=C(Oc1ccc(Br)cc1C(=S)N1CCOCC1)c1ccccc1
→ 101	-1	-12	-25	-17	-2	-8	-3.6	-2.2
18) COc1ccccc1C(=O)NN=C1CCN(Cc2ccccc2)CC1
→ 99	6	-1	-1	10	6	7	-1.3	-4.4
16) CCCS(=O)(=O)N1CCCC(C(=O)NC2CCCCC2)C1 (stereo not given)
→ 98	-14	11	-3	6	3	-3	-0.3	-0.6
3) Cc1ccc(/C=C/C(=O)Nc2cccc3cccnc23)o1
→ 99	42	3	-9	-12	-3	6	-5.7	-1.8
15) Cc1ccc(CONC(=O)/N=C/N(C)C)cc1
→ 104	-2	9	3	-18	13	-1	-3.7	-1.4
1) CC1CCCCN1C(=S)NC(=O)c1cccs1 (stereo not given)
→ 107	18	-5	-1	-5	1	-1	-3.0	-3.3

(next part)
Fields: MEKK3 PB1 HTS	SUMO HTRF inh	p-CIP stab down	DNA FID counter	PHOSPHO1 inh	IDE cell activ	HCV NS3 hel inh	VIM-2 inhibitor	IMP-1 inhibitor
21) COc1ccc(CN(C)C(=O)c2sccc2-c2ccccc2)c(OC)c1
→ 100	-16	12	-37	24	-2	-12	-0.9	-2.5
22) CCOC(=O)c1[nH]c2ccccc2c1NC(=O)CN(C)C
→ 94	7	1	5	24	1	-2	-3.0	-1.2
23) CNC(=O)c1[nH]cnc1C(=O)Nc1ccccc1C
→ 96	19	-6	-1	-4	-1	2	-3.9	-4.2
24) COC(=O)c1cc(NC(=O)c2cccnc2)cc(C(=O)OC)c1
→ 102	2	5	-1	19	5	3	1.6	-3.4
25) COc1ccc2nnc(-c3ccc(C(F)(F)F)cc3)n2n1
→ 104	35	10	-9	50	5	10	-2.1	-2.1
26) C/C(=N\O)C(=O)NCC1CCNCC1
→ 101	5	-18	1	21	-4	-3	0.3	-2.0
27) Cc1ccc(CN(C(=O)Cn2nnc3ccccc32)C(C(=O)NCc2ccco2)c2ccc(C)o2)cc1 (stereo not given)
→ 95	10	-1	-8	12	5	-5	-2.1	-1.9
28) CC(=O)Nc1ccc(OCC(O)Cn2nc(C)c(C(C)=O)c2C)cc1 (stereo not given)
→ 101	21	-11	-2	-31	4	-3	-0.2	-0.7
29) COc1ccc(C(=O)Nc2cccc3nc(C)ccc23)cc1OC
→ 110	0	-10	-10	18	3	1	-5.0	-5.0
30) CCOC(=O)Cn1c(N2CCCCCC2)nc2c1c(=O)[nH]c(=O)n2C
→ ·	2	6	0	-7	11	6	-2.4	-1.4
31) Cc1c(CCC(=O)NCCCn2ccnc2)c(=O)oc2cc3occ(C(C)(C)C)c3cc12
→ 106	16	3	12	22	-4	-93	2.0	-2.4
32) O=C(CN1C(=O)CCS(=O)(=O)c2ccccc21)NCc1ccc2c(c1)OCO2
→ 108	-4	0	-25	11	6	11	-1.6	-2.0
33) O=C(Nc1ccccc1)C1C2CCCCC21 (stereo not given)
→ 99	2	-3	-7	14	0	7	-1.4	-2.5
34) COc1ccc2c(c1)c(CC(=O)Nc1ccc(C(C)=O)cc1)c(C)n2C(=O)c1ccc(Cl)cc1
→ 47*[inhibitor]	-5	-1	-2	7	-1	-10	-0.6	-1.0
35) CCCN1Cc2cccc(C(=O)NC3CCCC3)c2C1=O
→ 106	3	-2	-15	-14	6	-10	0.3	-1.0
36) OC(CNCCCN1CCCCC1)COc1ccccc1 (stereo not given)
→ 112	-1	-1	7	5	5	-10	-2.5	-3.8
37) O=C1CN(C(=O)c2ccco2)C(c2ccc(F)cc2)c2cc(Cl)ccc2N1 (stereo not given)
→ 100	·	·	-10	·	-3	-1	-1.4	-4.7
38) O=C(Nc1cccc(F)c1)c1ccccc1-c1ccccc1
→ 98	3	-7	-3	3	3	25	0.2	0.7
39) COc1ccc(C2C3=C(CC(C)(C)CC3=O)Nc3n[nH]c(C)c32)cc1 (stereo not given)
→ 100	12	8	-8	9	-2	-7	2.1	-0.5
40) CC1=NN(c2cccc(C(=O)O)c2)C(=O)/C1=C\C=C\c1ccco1
→ 102	?	-14	-21	-29	5	42*	-0.6	-5.2

(next part)
Fields: MEKK3 PB1 HTS	SUMO HTRF inh	p-CIP stab down	DNA FID counter	PHOSPHO1 inh	IDE cell activ	HCV NS3 hel inh	VIM-2 inhibitor	IMP-1 inhibitor
41) Cc1cccc(-n2ncc(C#N)c2-n2cccc2)c1
→ 114	34	-23	-6	-11	3	-8	-1.2	-2.3
42) COc1ccc2oc(C(=O)Nc3ccccn3)c(C)c2c1
→ 103	18	3	-21	19	5	7	-1.0	0.6
43) CCc1cc2c3c(c1)/C(=C1/SC(N)=NC1=O)C(=O)N3C(C)(C)C=C2C
→ 93	22	-7	1	-8	6	3	-1.1	-2.5
44) COc1cccc(NC(=S)NNC(=O)Cn2nc(C(F)(F)F)cc2C)c1
→ 102	13	-22	-3	1	-1	5	-2.3	-5.7
45) O=C(Nc1nnc(SCc2ccccc2F)s1)c1ccco1
→ 100	-7	-4	-3	-11	4	-7	-1.2	-0.8
46) CC(C)(C)c1ccc(/C=N/OCC(=O)NCc2ccccc2)cc1
→ 95	-4	-2	-25	1	1	-3	-1.9	-1.1
47) Cc1cccc(N2CCN(C(=O)c3ccc(N4CCCC4=O)cc3)CC2)c1C
→ ·	-5	-7	-15	-6	-1	0	-0.5	-1.2
48) Cc1c(C)n(Cc2ccc(F)cc2)c2ccc(C(=O)NCCCN3CCOCC3)cc12
→ 103	14	1	16	43	1	-31	-1.6	-0.6
49) CC(Oc1ccc2c3c(c(=O)oc2c1)CCC3)C(=O)NCc1ccccn1 (stereo not given)
→ 101	2	5	-9	48	-27	1	21*	0.2
50) Oc1ccc2cccnc2c1
→ 99	23	-11	-1	7	5	3	-2.3	-2.7
51) O=[N+]([O-])c1ccccc1S(=O)(=O)N1CCN(C2CCN(Cc3ccccc3)CC2)CC1
→ 101	-5	2	12	15	6	-10	-0.5	-0.9
52) OCCCCNCc1cc(Br)ccc1OCc1ccccc1F
→ 103	4	-2	13	-32	-1	-12	-0.3	-1.5
53) CCCn1c(O)c(N=N)c2ccccc21
→ 100	-11	-7	-5	-3	2	4	-2.0	-3.8
54) COC(=O)[C@H](CCSC)NC(=O)Nc1ccc(C(C)=O)cc1
→ 97	10	-6	0	-16	7	3	-3.8	-3.7
55) CCOC(=O)c1ccc(NC(=S)N(CCCN2CCCCC2)Cc2ccco2)cc1
→ 104	-5	3	7	-24	7	-5	-6.0	-3.0
56) CCc1nc(NC2CCCCC2)c(C#N)c2c1COC(C)(C)C2
→ 108	2	-4	-5	0	-3	3	-2.0	-2.5
57) NS(=O)(=O)c1ccc(CNC(=O)CSc2nc3ccc(Cl)cc3[nH]2)cc1
→ 101	12	-2	-16	18	2	-1	-0.8	-2.1
58) Cc1ccc(C)c(N2CCN(C(=O)C3CCN(S(=O)(=O)c4cccc5nsnc45)CC3)CC2)c1
→ ·	13	-18	-44	28	-8	-12	-3.0	-3.8
59) Cc1ccc2[nH]c3c(c2c1)CN(C(C)C)CC3
→ 108	25	-13	-10	46	-2	-14	0.2	-2.1
60) O=C(CSc1nnc2n(C3CCCCC3)c(=O)c3ccccc3n12)OC1CCCCC1
→ 103	-1	4	0	13	4	0	-2.0	-3.2
61) COc1cc2[nH]c(=S)n(Cc3ccccc3)c(=O)c2cc1OC
→ 100	17	5	4	0	5	7	-3.4	-4.4
62) Cc1ccccc1-c1nnn(Cc2ccc(-c3nn[nH]n3)cc2)n1
→ 102	19	-3	-37	-1	0	-11	-0.4	-3.1

Assay outcomes deposited in PubChem BioAssay by several laboratories.
